C2C12 statin: suppressors of statin myotoxicity in C2C12 myotubes, primary screen, cell-based, single point, plate reader. actives 0.78% (n = 330,000). rescue of ATP level, % at 7.49 µM. C2C12 myotubes + simvastatin, ATP luminescence, 48 h; scaled: DMSO 0, geranylgeraniol control 100;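 active = mean ATP rescue above about 67%, or every replicate alone reaching that limit, limit read from the data, passing the limit was not always enough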;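 also: myotubes were challenged with 10 µM simvastatin during compound exposure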
FN deposit inh: inhibitors of fibronectin matrix deposition, primary screen, AH1F cells, Alexa488-fibronectin fluorescence, plate reader; actives 0.086% (n = 350,000); inhibition, % at 12.6 µM; AH1F fibroblasts, overnight;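 active = mean inhibition across replicates of 30% or more, regardless of how many single replicates reach that level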;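 also: positive control wells lacked labelled fibronectin entirely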
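Material – AH1F fibroblast monolayer, labelled fibronectin deposition · Reagent – labelled fibronectin 24 nM · Timing – 1 h adhesion, overnight exposure · Measured by – fluorescence at 485 nm excitation, 525 nm emission · Read-out – inhibition of fibronectin deposition signal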
Cneo AK release: Cryptococcus neoformans cell lysis inducers, primary screen, AK release luminescence, single concentration; C. neoformans lysis, adenylate kinase release luminescence, 4 h; normalised: neutral wells 0, clomiphene wells 100; lysis activity, % at 15 µM; actives 0.2% (n = 360,000);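 active = mean lysis activity across replicates of at least 80%, whatever share of replicates individually reach that level; inactive = mean lysis activity below 80%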
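Material – Cryptococcus neoformans yeast cells · Quantity – 5 × 10^6 yeast cells/mL · Buffer or medium – YPD medium · Compound – single dose · Timing – 4 h static compound exposure, 37 °C, read 1 h post-reagent · Signal – adenylate kinase release luminescence · Read-out basis – lysis from increased AK signal · Benchmarks – Clomiphene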
F508del corr: F508del CFTR correction, initial screen, CFBE line, single point; CFBE cells, YFP halide quenching; stimulated with forskolin plus potentiator P3; % fluorescence drop versus neutral controls; activity (quench increase), % at 7.58 µM; actives 0.36% (n = 350,000);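 active = mean added fluorescence quench of at least 8% versus neutral control, with both replicates also reaching 8%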;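 also: cells transiently co-express mutant CFTR-F508del with the halide-sensitive YFP; corrector assay measuring rescue of mutant channel to the surface after 24 h compound exposure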
PglD inh: C. jejuni PglD acetyltransferase inhibitors, primary screen, biochemical, DTNB colorimetric, single point. inhibition, % at 12.5 µM. actives 0.098% (n = 360,000). purified PglD enzyme, DTNB colorimetric CoA detection; in the data active = inhibition above about 16%, passing the limit was not always enough; also: strong numbers were not always called active
miR-122 sensor: miR-122 Renilla sensor signal increase in Huh7, primary screen, miR-122 inhibitor project, cell-based, single point, plate reader; actives 0.3% (n = 340,000); AID 602342, 2012; Huh7 miR-122 Renilla luciferase sensor, 48 h; neutral wells = 0, positive control = 100; activation (reporter increase), % at 12.5 µM;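 active = mean replicate activation score at least 90 and every replicate individually at or above 90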;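 also: higher luciferase means less miR-122 activity so hits act as miR-122 inhibitors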
GSIS activator: GLuc luminescence reporter in INS-1E cells, primary screen for activators of glucose-dependent secretion of insulin; INS-1E GLuc reporter insulin secretion, 2-3 h; activation, % at 16.6 µM; actives 0.61% (n = 370,000); AID 743287, 2014;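 active = lowest replicate activation of at least 40%, so every replicate reaches that level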;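 also: 0% = median of neutral control wells and 100% = median of IBMX positive control wells; some compounds called inactive have numbers as strong as hits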
PGC1a acetyl inh: inhibitors of PGC1a acetylation signal, primary screen, cell-based, U2OS, AlphaScreen, inhibitor mode. inhibition, % at 15.6 µM. actives 0.17% (n = 350,000). AID 651687, 2012. AlphaScreen anti-acetyl-lysine; with virally co-expressed GCN5 acetyltransferase;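 active = every replicate shows inhibition of at least 40%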;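 also: 0% = neutral control wells and 100% = positive control wells; some results beyond the cut were filed as inactive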
* hit, by the source's call; . = not tested or not shown; & = joins results of further samples; [ ] = another dose, or the depositor's remark. This is a random part of the collection; 2.1% or so of the library scored in one or more.

canonical_smiles	C2C12 statin	FN deposit inh	Cneo AK release	F508del corr	PglD inh	miR-122 sensor	GSIS activator	PGC1a acetyl inh
C[C@@H]1CN([C@H](C)CO)C(=O)Cc2cc(NC(=O)CCC(F)(F)F)ccc2O[C@H]1CN(C)Cc1ccc(C(F)(F)F)cc1	10	-2	0	0.1	3	4[16.7 µM]	-21	-7
Cn1c(CNC(=O)C2CCCCC2)cc2ccccc21	27	4	0	-1.8	-3	-4	-4	.
Cc1cc(S(=O)(=O)NCC(C)C)ccc1OCC(=O)NCc1ccccn1	9	-15	0	.	2	38	.	1
COc1ccc(CCNC(=O)c2cnc3ccccc3n2)cc1	10	1	-2	-0.7	0	-2	0	-5
CSc1nc(C)c(CCOC(=O)c2ccccc2)c(=O)[nH]1	-5	-10	3	.	11	2	.	-10
COc1ccc(S(=O)(=O)Nc2noc3ccccc23)cc1	8	1	2	0.6	-2	20	23	8
O=C1/C(=C/c2ccccn2)SC(=S)N1NS(=O)(=O)c1ccccc1	9	7	1	-1.5	0	-11	9	.
O=c1[nH]c(=S)[nH]c(O)c1/C=C1\C=Nc2ccccc21	1	.	0	.	0	14	6	9
Cc1ccnc(NC(c2cccnc2)c2ccc3cccnc3c2O)c1 (stereo unspecified)	.	13	.	1.1	.	-1	1	2
O=C(COc1coc(CN2CCc3ccccc32)cc1=O)Nc1cccc(F)c1	-2	0	5	-0.1	5	.	7	0
O=C(Nc1nc2ccc(F)cc2s1)c1ccc([N+](=O)[O-])o1	37	1	0	-10.0	-4	-12	.	.
Cc1c(C)c2ccc(OCC(=O)NCCCn3ccnc3)cc2oc1=O	23	-3	-4	1.4	-5	-5	7	0
COc1ccc(-c2nn(-c3ccccc3)cc2C(=O)N2CCN(S(=O)(=O)c3ccccc3[N+](=O)[O-])CC2)cc1	4	10	-1	2.0	3	-1	-10	.
O=C(CC(=O)N1CCN(c2ccccn2)CC1)Nc1ccc2nc3n(c(=O)c2c1)CCCCC3	-6	0	1	-0.1	0	-8	7	-16
Cc1noc(C)c1S(=O)(=O)N(C)C[C@H]1OCc2cn(nn2)CCCC(=O)N([C@H](C)CO)C[C@H]1C	-5	7	2	0.0	16	10[16.7 µM]	0	-3
C[C@H]1CN([C@@H](C)CO)C(=O)c2cc(NC(=O)CCN3CCOCC3)ccc2O[C@@H]1CN(C)Cc1ccncc1	-10	.	-5	1.4	6	3[16.7 µM]	1	4
CCc1cccc(CC)c1NC(=S)NCCc1c(C)[nH]c2ccc(C)cc12	.	-3	6	4.9	2	1	.	-15
Nn1c(SCC(=O)NCCN2C(=O)CSC2=O)nnc1-c1ccc(OC(F)F)cc1	-2	-8	-1	0.3	0	.	8	.
CCCn1c(CN2CCCCC2C)nc2c1c(=O)n(C)c(=O)n2C (stereo unspecified)	-5	-9	0	-1.9	0	4	.	0
CCOc1ccc2c(c1)-c1c(ssc1=S)C(C)(C)N2C(=O)CSC1=NCCS1	.	8	-12	.	2	-3	-20	9
COc1ccccc1N1CCN(C(=O)C2CCCN(S(=O)(=O)c3ccc4c(c3)oc(=O)n4C)C2)CC1 (stereo unspecified)	-42	3	-2	0.0	2	-6	-46	14
C[C@@H]1CN([C@H](C)CO)C(=O)c2cc(NC(=O)CCC(F)(F)F)ccc2O[C@@H](C)CCCCO[C@H]1CN(C)S(=O)(=O)c1cccs1	.	.	2	2.1	-1	19[16.7 µM]	-17	-11
C[C@@H]1CCCCO[C@@H](CN(C)Cc2ccc3c(c2)OCO3)[C@@H](C)CN([C@H](C)CO)C(=O)c2cc(NS(=O)(=O)c3cccs3)ccc2O1	.	.	23	3.9	5	4[16.7 µM]	8	1
CC(=O)N(C)C[C@@H]1Oc2ncc(C#CCc3ccccc3)cc2C(=O)N([C@H](C)CO)C[C@H]1C	-1	-5	4	0.8	0	-2[16.7 µM]	-16	3
Cc1nc2ccccn2c1C(=O)NCc1ccc2c(c1)OCO2	9	.	1	.	-2	-7	.	11
COC(=O)c1ccccc1NC(=O)c1cccc(COc2ccccc2Cl)c1	.	9	-2	.	2	8	-5	-27
O=C(Cc1ccc2c(c1)OCCO2)N1CCN(c2ccccc2)CC1	1	-32	-1	-3.4	.	15	-3	-6
CSCCC(NC(=O)COc1ccccc1)C(=O)NCC(C)(C)N1CCOCC1 (stereo unspecified)	-4	17	-1	-0.1	-2	-4	11	.
O=C1c2ccccc2NC(c2cccc(F)c2)N1Cc1ccco1 (stereo unspecified)	114*	.	-3	-2.2	-6	-5	25	-15
COc1ccccc1CC(=O)Nc1ccc(S(=O)(=O)N2CCN(C)CC2)cc1	13	-2	-1	1.6	1	-2	-16	.
C=CCNC(=O)NC(=O)COC(=O)CC(NC(N)=O)c1ccc(Cl)cc1 (stereo unspecified)	10	-3	1	.	16	-3	3	1
CCOc1ccc(S(=O)(=O)N2CCN(C(=O)c3oc4ccc(OC)cc4c3C)CC2)cc1	57	2	-5	3.7	4	3	-8	-12
O=C(CN1CCN(c2ccccc2F)CC1)NC(=O)NC1CCCCC1	2	-8	0	-0.4	-3	3	-20	16
C/C=C/c1ccc(C2[C@H]3CNC[C@@H]2N3C(=O)Nc2cccc(OC)c2)cc1 (stereo partly specified)	.	6&-7	.	-5.8&0.9	.	.	10&-6	18&2
CCOC(=O)C1CSC(CC(=O)Nc2ccc(Cl)cc2)C(=O)N1 (stereo unspecified)	5	.	1	.	-5	7	.	1
Nc1c(C(=O)Nc2ccc(Cl)c(C(=O)O)c2)sc2nc3c(cc12)CCCC3	.	.	-8	1.0	4	0	-12	-2

An excerpt from above with just C2C12 statin and PGC1a acetyl inh.
compound	C2C12 statin	PGC1a acetyl inh
C/C=C/c1ccc(C2[C@H]3CNC[C@@H]2N3C(=O)Nc2cccc(OC)c2)cc1 (stereo partly specified)	.	18&2
CCOC(=O)C1CSC(CC(=O)Nc2ccc(Cl)cc2)C(=O)N1 (stereo unspecified)	5	1
Nc1c(C(=O)Nc2ccc(Cl)c(C(=O)O)c2)sc2nc3c(cc12)CCCC3	.	-2

Other records:
canonical_smiles	C2C12 statin	FN deposit inh	Cneo AK release	F508del corr	PglD inh	miR-122 sensor	GSIS activator	PGC1a acetyl inh
COc1cccc(-c2ncc3ccccc3c2COC(=O)N2CCOCC2)c1	2	9	-1	2.6	5	-6	.	.
O=C(O)c1ccc2nc(C(F)(F)F)[nH]c2c1	.	-2	5	.	-5	4	.	.
O=C(COC(=O)c1ccccc1SCC(=O)N1CCCC1)Nc1ccccc1	7	2	0	1.6	0	4	-6	.
O=C(Nc1ccc2c(c1)OCO2)[C@@H]1CCCN1S(=O)(=O)c1cccc2cccnc12	3	-1	-2	1.4	0	.	15	.
O=C(Cc1ccccc1)NC(CSSCC(NC(=O)Cc1ccccc1)C(=O)O)C(=O)O (stereo unspecified)	6	1	6	1.7	-2	1	-5	21
O=C(c1cccs1)N1N=C(c2ccccc2)CC1c1ccccc1O (stereo unspecified)	.	0	.	2.8	.	2	-7	-13
COc1ccc(NC(=O)CN(C)C(=O)c2c(-c3ccccc3Cl)noc2C)cc1	-5	0	.	0.6	.	.	0	.
O=C(OCC(=O)N1CCc2ccccc21)c1ccc[n+]([O-])c1	21	1	-1	.	4	-4	.	5
CCOC(=O)CSc1nnc(CSc2nc3sc4c(c3c(=O)[nH]2)CCCC4)n1-c1ccccc1	4	0	0	.	2	10	.	0
COC(=O)C1=C(C)N(CCc2ccc(OC)cc2)C(=O)C1	-7	.	1	.	2	7	.	-9
C[C@@H]1CN([C@H](C)CO)C(=O)c2cc(NC(=O)Nc3ccc(C(F)(F)F)cc3)ccc2O[C@H]1CN(C)C(=O)Nc1ccc(F)cc1	34&-3	-4	5&0	-1.7&-4.0	2&-1	15[16.7 µM]	-4&-7	6&-7
CC(C)CCSc1nc2c(c(=O)[nH]c(=O)n2C)n1CCCc1ccccc1	16	-2	-2	1.3	-3	-2	.	.

Laid out differently: results already given
Results follow in this order: C2C12 statin	FN deposit inh	Cneo AK release	F508del corr	PglD inh	miR-122 sensor	GSIS activator	PGC1a acetyl inh
O=C(c1cccs1)N1N=C(c2ccccc2)CC1c1ccccc1O (stereo unspecified)
    .	0	.	2.8	.	2	-7	-13
COc1ccc(NC(=O)CN(C)C(=O)c2c(-c3ccccc3Cl)noc2C)cc1
    -5	0	.	0.6	.	.	0	.
O=C(OCC(=O)N1CCc2ccccc21)c1ccc[n+]([O-])c1
    21	1	-1	.	4	-4	.	5
CCOC(=O)CSc1nnc(CSc2nc3sc4c(c3c(=O)[nH]2)CCCC4)n1-c1ccccc1
    4	0	0	.	2	10	.	0
COC(=O)C1=C(C)N(CCc2ccc(OC)cc2)C(=O)C1
    -7	.	1	.	2	7	.	-9
C[C@@H]1CN([C@H](C)CO)C(=O)c2cc(NC(=O)Nc3ccc(C(F)(F)F)cc3)ccc2O[C@H]1CN(C)C(=O)Nc1ccc(F)cc1
    34&-3	-4	5&0	-1.7&-4.0	2&-1	15[16.7 µM]	-4&-7	6&-7

Going on with the list:
canonical_smiles	C2C12 statin	FN deposit inh	Cneo AK release	F508del corr	PglD inh	miR-122 sensor	GSIS activator	PGC1a acetyl inh
CC(C)NC(=O)Nc1ccc2c(c1)C(=O)N([C@H](C)CO)C[C@H](C)[C@@H](CN(C)Cc1ccccc1)OCCCC[C@@H](C)O2	21	-1	-1	1.5	1	17[16.7 µM]	15	8
COc1ccc(C(CNC(=O)CN2C(=O)NC3(CC(C)CC(C)(C)C3)C2=O)N2CCOCC2)cc1 (stereo unspecified)	.	5	-1	.	-6	-3	.	.
CCNC(=O)Nc1ccc2c(c1)C(=O)N(C)[C@H]1CC[C@H](CC(=O)NCCN3CCCC3)O[C@@H]1CO2	17	-7	-4	0.6	3	-37[16.7 µM]	8	2
CCCCCCC(=O)N1CCN(c2cc3c(cc2F)c(=O)c(C(=O)O)cn3CC)CC1	153*	.	-1	.	-2	-6	.	0
CCNC(=O)C[C@@H]1CC[C@H]2[C@@H](COC[C@@H](O)CN2Cc2ccc(Cl)c(Cl)c2)O1	15	2	-4	1.5	0	-7[16.7 µM]	2	11
C[C@@H]1CN([C@H](C)CO)C(=O)Cc2cc(NC(=O)CCC(F)(F)F)ccc2O[C@@H]1CN(C)S(C)(=O)=O	21	.	.	0.5	.	-4[16.7 µM]	6	8
COc1ccc(S[C@@H](CCN2CC[C@H](O)CCC2=O)c2ccccc2)cc1	28	-2	0	0.5	-5	-1	1	.
